# Screening results from PubChem.
# TMEM16A act: activators or potentiators of mouse TMEM16A chloride channel; Q8BHY3; HEK293 TMEM16A/YFP-H148Q/I152L, iodide quench fluorescence; stronger effect = lower value; B-score at 10 µM; 0.3% of 340,000 active; AID 623877;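 active means fluorescence-ratio B-score plate-corrected deviation score at least 3 library SD below zero, with starting fluorescence score within 5 deviations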;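 further: channel opened by trigger with iodide after compound preincubation; score built on the fluorescence ratio of max minus min over baseline; more negative score means more quench and so TMEM16A activation or potentiation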
# Target sequence (Q8BHY3 whole entry, looked up): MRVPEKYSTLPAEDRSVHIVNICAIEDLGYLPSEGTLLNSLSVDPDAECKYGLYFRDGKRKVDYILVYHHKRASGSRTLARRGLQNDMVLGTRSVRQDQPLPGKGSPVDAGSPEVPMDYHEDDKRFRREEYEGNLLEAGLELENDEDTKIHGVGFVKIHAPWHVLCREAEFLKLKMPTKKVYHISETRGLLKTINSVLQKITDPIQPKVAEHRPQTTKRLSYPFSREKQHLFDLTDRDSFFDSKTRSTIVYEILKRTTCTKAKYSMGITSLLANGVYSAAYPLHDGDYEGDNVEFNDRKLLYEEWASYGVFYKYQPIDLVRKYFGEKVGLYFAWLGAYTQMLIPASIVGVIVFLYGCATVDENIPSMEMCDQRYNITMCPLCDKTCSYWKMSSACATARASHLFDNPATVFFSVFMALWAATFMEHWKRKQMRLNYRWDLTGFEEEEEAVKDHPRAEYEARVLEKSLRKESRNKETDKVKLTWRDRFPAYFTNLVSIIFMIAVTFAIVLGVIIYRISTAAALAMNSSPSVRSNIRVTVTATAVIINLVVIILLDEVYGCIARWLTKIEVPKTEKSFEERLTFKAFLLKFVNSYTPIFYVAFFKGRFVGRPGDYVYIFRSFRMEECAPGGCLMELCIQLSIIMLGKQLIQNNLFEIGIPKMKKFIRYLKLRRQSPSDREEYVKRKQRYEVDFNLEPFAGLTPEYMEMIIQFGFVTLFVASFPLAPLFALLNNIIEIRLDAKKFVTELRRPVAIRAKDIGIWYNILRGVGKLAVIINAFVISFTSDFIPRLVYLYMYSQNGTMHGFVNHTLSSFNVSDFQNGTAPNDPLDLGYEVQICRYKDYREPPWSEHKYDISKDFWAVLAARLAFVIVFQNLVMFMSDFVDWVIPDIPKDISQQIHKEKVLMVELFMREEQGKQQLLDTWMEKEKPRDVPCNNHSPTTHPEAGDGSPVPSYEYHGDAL
# * = called active by the depositor; i = inactive.
TMEM16A act | Compound
i | Cc1nnc(NC(=O)c2ccc3nccnc3c2)s1
i | CCN(CC)c1ncnc2c1nnn2C
i | O=C(NC1CCN(Cc2ccccc2)CC1)c1cccc(NS(=O)(=O)c2ccc(Br)cc2)c1
i | COc1ccc(CCNC(=O)COC(=O)c2sc(C)nc2C)cc1
i | Nc1cc(=O)[nH]c2ncnn12
i | Cc1onc(-c2ccccc2)c1C(=O)NC1CC1
i | O=C(Nc1ccccc1N1CCOCC1)C1=NN(c2ccccc2)C(=O)CC1
i | N#Cc1c(/N=C/c2ccc(Br)s2)sc2c1CCC2
i | COc1ccccc1NC(=O)C1=C(C)Nc2nc(-c3cccnc3)nn2C1c1ccccn1 (stereo unspecified)
i | Cc1c(C(=O)NCc2ccco2)oc2ccc(Br)cc12
i | Nc1ccc2c(=O)[nH][nH]c(=O)c2c1
i | CCOc1cccc2cc(C(N)=O)c(=N)oc12
i | Cc1ccc(C(=O)Cc2ccccc2)c(O)c1
i | COc1ccc(Nc2ccc3ccccc3c2)cc1
i | CC1CCCCC1NC(=O)c1ccco1 (stereo unspecified)
i | Cc1ccc2nc(-c3cccc(SC4CCCCC4)c3)c(NC3CCCCC3)n2c1
i | CCC1=C(CC2NCCc3ccccc32)CC2c3cc(OC)c(OC)cc3CCN2C1 (stereo unspecified)
i | c1ccc2nc(N3CCCC3)c(N3CCCCC3)nc2c1
i | O=C(COC(=O)c1cc(S(=O)(=O)N2CCCC2)ccc1O)NCc1ccccc1
i | CCCN(CCC)S(=O)(=O)c1cc2c(cc1Br)CCN2C(=O)CC
i | COc1ccc(N2CCN(C(=O)c3ccc(Cl)c(S(=O)(=O)N4CCOCC4)c3)CC2)cc1
i | CC(C)C(NC(=O)c1c(F)cccc1F)C(=O)NCc1ccncc1 (stereo unspecified)
i | CC(C)Oc1ccc(C(=O)Nc2cc(S(=O)(=O)N3CCOCC3)ccc2N2CCOCC2)cc1
i | OCC1OC(n2cnc3c(SCc4ccccc4)ncnc32)C(O)C1O (stereo unspecified)
i | Cc1ccc(S(=O)(=O)Nc2cccc(C(=O)N3CCC(C(N)=O)CC3)c2)cc1

# Part of the list above in order of length of the SMILES, low to high.
TMEM16A act | Compound
i | CC1CCCCC1NC(=O)c1ccco1 (stereo unspecified)
i | COc1ccc(Nc2ccc3ccccc3c2)cc1
i | CCOc1cccc2cc(C(N)=O)c(=N)oc12
i | N#Cc1c(/N=C/c2ccc(Br)s2)sc2c1CCC2
i | O=C(COC(=O)c1cc(S(=O)(=O)N2CCCC2)ccc1O)NCc1ccccc1
i | COc1ccccc1NC(=O)C1=C(C)Nc2nc(-c3cccnc3)nn2C1c1ccccn1 (stereo unspecified)

# New compounds follow:
TMEM16A act | Compound
i | C=CCn1c(SCC(=O)Nc2ccc(C(=O)O)cc2)nc2sc(C)c(C)c2c1=O
-6.51* | O=Cc1nccc2ccccc12
i | CC(Sc1nnc(C2CC2)n1C1CC1)C(=O)NCc1cccs1 (stereo unspecified)
i | CCOC(=O)C1(CC)Oc2ccccc2C(c2ccc(OC)cc2)=C1C(=O)OC (stereo unspecified)
i | COc1ccc(C=NNC(=S)Nc2ccc(F)cc2)cc1OC
i | CCOC(=O)C1=C(COC(=O)c2nc(Cl)ccc2Cl)NC(=O)NC1C (stereo unspecified)
i | COc1ccc(CCN2CC(C(=O)N(C)CC(=O)Nc3ccc(F)c(F)c3F)CC2=O)cc1OC (stereo unspecified)
i | CS(=O)(=O)c1ccc(Cl)c(NC(=O)CN2CCN(S(=O)(=O)/C=C/c3ccccc3)CC2)c1
i | Cc1ccc(NC(=O)C(C)N2C(=O)c3ccccc3C2=O)cc1S(=O)(=O)N1CCOCC1 (stereo unspecified)
i | Cn1c(=O)c2c(ncn2CC(=O)OCC(=O)NCCc2ccccc2)n(C)c1=O
i | CCc1cc[n+](C(C(=S)Nc2cccc(C)c2)=C([O-])c2ccc(C)c([N+](=O)[O-])c2)cc1
i | Cc1ccc(NC(NC(=O)Cc2ccccc2)C(Cl)(Cl)Cl)cc1 (stereo unspecified)
i | CCn1c(SCC(=O)Nc2ccc(OC)c(S(=O)(=O)N3CCCCC3)c2)nnc1C1CC1
i | N#Cc1ccccc1S(=O)(=O)N1CCN(c2nc(-c3cccnc3)nc3ccccc23)CC1
i | CC(=O)c1ccc(NC(=O)COC(=O)C2CCN(S(=O)(=O)c3cccs3)CC2)cc1
i | Cc1cccc2cc(CN(CCCO)C(=O)Nc3ccc(Cl)cc3)c(=O)[nH]c12
i | O=C1OCCN1C(=O)[C@H]1[C@H](c2ccccc2)C(c2ccccc2)=NN1c1ccccc1
i | CC(=O)Nc1ccc(NC(=O)c2cc(S(=O)(=O)N3CCCCC3)ccc2C)cc1
i | CN(CC(=O)Nc1ccc(F)c(F)c1F)C(=O)C1CC(=O)N(C2CCCC2)C1 (stereo unspecified)
i | O=[N+]([O-])c1cccc(C=NNC(=S)NC23CC4CC(CC(C4)C2)C3)c1
i | C=CCN1C(=O)c2ccc(C(=O)OCC(=O)N(CC)c3c(N)n(Cc4ccccc4)c(=O)[nH]c3=O)cc2C1=O
i | COc1ccc(CNC(=O)c2cccc(S(=O)(=O)N3CCN(c4ccc(F)cc4)CC3)c2)cc1
i | O=C(Nc1ccccc1)OCCNC1CCCCC1
i | Cc1nnc(NC(=O)CSc2nc(C(C)C)nc3sc(C)c(C)c23)s1
i | O=C(Nc1cc(S(=O)(=O)N2CCOCC2)ccc1N1CCCC1)c1ccc(Cl)cc1

# TMEM16A act, what is marked active above.
TMEM16A act | Compound
-6.51* | O=Cc1nccc2ccccc12

# The list continues.
TMEM16A act | Compound
i | O=C(c1ccc(OCC2CCCO2)cc1)N1CCN(S(=O)(=O)c2cccc(F)c2)CC1 (stereo unspecified)
i | CN(C)CCCNc1cc(Cl)c(S(=O)(=O)N2CCCCC2)cc1C(=O)O
i | CC1C(=O)c2ccccc2CC1C(=O)O (stereo unspecified)
i | COc1ccc(C(=O)/C=C/c2ccc(O)cc2)c(O)c1C/C=C(\C)CCC=C(C)C
i | CCN(CC)CCC(O)(c1ccc2c(c1)OCO2)c1cc(OC)c(OC)c(OC)c1 (stereo unspecified)
i | CN(C(=O)CSc1nnc(-c2c[nH]c3ccccc23)n1C1CC1)C1CCS(=O)(=O)C1 (stereo unspecified)
i | COc1cccc(NC(=O)CN(C)C(=O)CCC(=O)c2cc(C)sc2C)c1
i | Cc1[nH]c(C)c2c(=O)n(Cc3ccccc3Cl)ncc12
i | Cc1ccc2nc(SCC(=O)c3c(N)n(C4CC4)c(=O)[nH]c3=O)[nH]c2c1
i | O=C(COC(=O)c1cccc(Cl)c1)NC1CCS(=O)(=O)C1 (stereo unspecified)
i | CCN(CC(=O)Nc1ccc(NC(C)=O)cc1)C(=O)c1cc(-c2ccccc2Cl)nc2ccccc12
i | CSCCC(NC(=O)c1ccccc1Cl)C(=O)N1CCCC(C)C1 (stereo unspecified)
i | Cc1cccc(NC(=O)c2cnc3ccccn3c2=O)c1
i | Cc1cccc(C(=O)OC(C)C(=O)N2CCN(Cc3ccccc3)CC2)c1 (stereo unspecified)
i | CC(=O)Nc1c(Cl)cc2c(c1Cl)Cc1cc(N)ccc1-2
i | O=C(Cc1ccccc1)NCCCNC(=O)Cc1ccccc1
i | CC(=O)c1ccc2c(c1)CCN2
i | Cc1nc2ccccc2nc1N1CCCCC1
i | Cc1ccc(NC(=O)CN2C(=O)S/C(=C\c3ccc(-c4cccc(C(=O)O)c4C)o3)C2=O)cc1C
i | Cn1c(=O)[nH]c2c(c(C(=O)O)nn2C)c1=O
i | CCOC(=O)C1CCN(CC(O)COc2ccc(S(=O)(=O)N3CCCC3)cc2[N+](=O)[O-])CC1 (stereo unspecified)
i | COc1cccc(/C=C/C(=O)OCC(=O)c2c[nH]c3ccccc23)c1
i | Cc1c(NS(=O)(=O)c2cc(C(=O)NCCc3ccc(F)cc3)cc(Cl)c2Cl)c(=O)n(-c2ccccc2)n1C
i | NS(=O)(=O)c1cccc(NC(=O)COC(=O)c2ccc(S(=O)(=O)N3CCOCC3)cc2)c1
i | CCCC(=O)Nc1ccc(C(=O)COC(=O)c2c(C)noc2C)cc1

# Two entries drawn at random from the list so far:
TMEM16A act | Compound
i | Cc1nc2ccccc2nc1N1CCCCC1
i | CC1C(=O)c2ccccc2CC1C(=O)O (stereo unspecified)

# Some of the entries above in another layout:
Molecule | TMEM16A act
O=C1OCCN1C(=O)[C@H]1[C@H](c2ccccc2)C(c2ccccc2)=NN1c1ccccc1 | i
Cc1ccc(S(=O)(=O)Nc2cccc(C(=O)N3CCC(C(N)=O)CC3)c2)cc1 | i
CCn1c(SCC(=O)Nc2ccc(OC)c(S(=O)(=O)N3CCCCC3)c2)nnc1C1CC1 | i

# New compounds follow
TMEM16A act | Compound
i | C=C(CN(C)C)C(=O)c1cc(OC)c(OC)cc1OC
i | CCC1(OC(=O)CN(C)C)C(=O)OCc2c1cc1n(c2=O)Cc2cc3c(N)cccc3nc2-1 (stereo unspecified)
i | CCN(CC)c1ccc(C=NNc2ccc([N+](=O)[O-])cn2)cc1
i | Cc1nn(Cc2ccccc2)c(C)c1CNC(=O)CN=C1NS(=O)(=O)c2ccccc21
i | Nc1nc(=O)n(C2CCCO2)cc1Br (stereo unspecified)
i | O=C(NN=Cc1cc(=O)[nH]c(=O)[nH]1)c1ccncc1
i | COc1ccc(C(O)(c2ccccc2)C(C(=O)O)c2ccccc2)cc1 (stereo unspecified)
i | CCOC(=O)/C=C1/SCC(=O)N1CCOc1cccc(Br)c1
i | CN(CC(=O)Nc1ccc(Cl)c(C(F)(F)F)c1)C(=O)c1ccccc1SCC(=O)N1CCCC1
i | Cc1ccc(NCCN(C)C)c2c(=O)c3cc(O)ccc3sc12
i | Cc1nc(N)[nH]c(=O)c1CCCNS(=O)(=O)c1ccc([N+](=O)[O-])cc1
i | CCC(C)C(N)C(=O)N1CCCC1C(=O)NC(C(=O)O)C(C)CC (stereo unspecified)
i | COc1ccc(CN(C)C(=O)CNC(=O)c2sc3ccccc3c2Cl)c(OC)c1OC
i | Cc1cc(OCC(=O)OCC(=O)N2CCc3ccccc32)ccc1Cl
i | COc1cc2[nH]c(=S)nc(NCCc3ccc(C)cc3)c2cc1OC
i | COc1cc(C(=O)NCc2ccccc2Cl)ccc1OCC(=O)N1CCOCC1
i | CC1(C2CC2)NC(=O)N(CC(=O)N2CCN(c3ccccc3Cl)CC2)C1=O (stereo unspecified)
i | O=c1[nH]nc(Br)c(=O)n1C(c1ccccc1)c1ccccc1
i | Clc1ccc2nc(-c3ccccc3)nc(C(Cl)Cl)c2c1
i | CC(=O)OCC(=O)C1(O)CCC2C3CCC4=CC(=O)CCC4(C)C3(Cl)C(O)CC21C (stereo unspecified)
i | O=[N+]([O-])c1cc(S(=O)(=O)Nc2ccccc2)ccc1Nc1ccccc1
i | COC(=O)c1cccc(NC(=O)C2CCCN2C(=O)c2cccs2)c1 (stereo unspecified)
i | O=C(c1ccccc1)c1ccc(O)c(O)c1O
i | CCOC(=O)N1CCN(C(=O)CSCC(=O)N=c2sc3cc(OC)ccc3n2C)CC1
i | Cc1cc(C)c2c(c1)OC(=O)CC2c1ccccc1C (stereo unspecified)
i | CCOc1ccc2c(ccc(/C=C/c3cc(C)c4cccnc4c3O)[n+]2C)c1
i | COc1ccc(-c2nnc(CSc3ncnc4sc5c(c34)CCC5)o2)cc1OC
i | CSc1ccc(/C=N/Nc2cccc(C(=O)O)c2)cc1
i | CN(N=Nc1nc[nH]c1C(=O)NN)C1CCCCC1
i | O=C(COc1ccc(Br)cc1CO)Nc1ccc(S(=O)(=O)N2CCCC2)cc1
i | O=C(COC(=O)Cc1ccc(Br)cc1)NCc1cccs1
i | CCOC(=O)Nc1ccc(OC(=O)Oc2ccc(NC(=O)OCC)cc2)cc1
i | CC(NCC(=O)Nc1ccccc1C(=O)NC1CC1)c1cccc(Cl)c1 (stereo unspecified)
i | O=C(CN1CCC(NC(=O)C2CCCCC2)CC1)Nc1ccccc1
i | COc1cc(C(=O)Nc2cc(S(=O)(=O)N3CCOCC3)ccc2N2CCOCC2)cc(OC)c1C
i | O=c1oc(-c2ccccc2)c(-c2ccccc2)c2ccccc12
i | CCOC(=O)N1C(=O)NC(=O)C1c1ccc(OC)cc1 (stereo unspecified)
i | Nc1ccc2c(c1)C(=O)c1ccc(Cl)cc1-2
i | N#Cc1ccc(NC(=O)NN2CCCCCC2)cc1
i | Cc1csc(=O)n1CCC(=O)OC(C)C(=O)NCc1ccccc1 (stereo unspecified)
i | CCN(Cc1nc2cc(Cl)ccc2c(=O)[nH]1)C(=O)COc1ccccc1Cc1ccccc1
i | O=S1(=O)N=C(c2ccccc2)C=C(c2ccccc2)N1
i | OCCN(Cc1ccccc1)Cc1ncccc1O
i | CCN(C(=O)COC(=O)c1ccccc1NCc1ccco1)c1c(N)n(Cc2ccccc2)c(=O)[nH]c1=O
i | CC(C)c1ccc(S(=O)(=O)N2CCC(C(=O)N3CCN(c4cccc(Cl)c4)CC3)CC2)cc1
i | COC1=CC(=O)C=C(OC)C1=O
i | CCCN(CC(=O)Nc1ccc(F)c(F)c1F)C(=O)CN1C(=O)NC2(CCCCC2)C1=O
i | Nc1c(Cl)cc(C(=O)NC2CC2)cc1Cl
i | CCOc1ccc(NC(=O)COC(=O)C2CCC(=O)N2)c([N+](=O)[O-])c1 (stereo unspecified)
i | COc1cc(C(=O)N2CCN(C(=O)C3CCCO3)CC2)cc(OC)c1OC (stereo unspecified)

# Later entries.
TMEM16A act | Compound
i | Cc1cc(O)c(C(C)C)cc1N=Cc1ccccc1[N+](=O)[O-]
i | O=[N+]([O-])c1ccc(-c2cccnc2)cc1
i | CCN1CCN(S(=O)(=O)c2ccc(Cl)c(C(=O)N(CC)Cc3ccccc3)c2)CC1
i | O=C(NN=Cc1cc([N+](=O)[O-])ccc1O)c1cccc2ccccc12

# An excerpt. The share of hits here may be higher or lower than overall.
